Compound activity deposited in PubChem by several laboratories.
Neddyl block: inhibitors of cullin neddylation, primary screen, biochemical, TR-FRET, uHTS, NAE and Ubc12 | 360,000 compounds, 0.58% hits | AID 651699, 2012 | NEDD8-conjugating enzyme Ubc12 (Homo sapiens) + NEDD8-activating enzyme E1 regulatory … | calls only at 25 µM; in the data active = inhibition above about 36%
Rpn11 block: Rpn11 (PSMD14) deubiquitinase inhibitors, primary screen, biochemical, fluorescence polarization, uHTS; 26S proteasome non-ATPase regulatory subunit 14 (Homo sapiens), O00487; 360,000 compounds, 0.59% hits; calls only at 20 µM; human 26S proteasome, Ub4-pepOG fluorescence polarization; 20S core pre-blocked with epoxomicin;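 active = inhibition at 20 µM, scaled to each plate's controls, above about 33%, limit read from the data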
Target sequence (O00487 whole entry, looked up): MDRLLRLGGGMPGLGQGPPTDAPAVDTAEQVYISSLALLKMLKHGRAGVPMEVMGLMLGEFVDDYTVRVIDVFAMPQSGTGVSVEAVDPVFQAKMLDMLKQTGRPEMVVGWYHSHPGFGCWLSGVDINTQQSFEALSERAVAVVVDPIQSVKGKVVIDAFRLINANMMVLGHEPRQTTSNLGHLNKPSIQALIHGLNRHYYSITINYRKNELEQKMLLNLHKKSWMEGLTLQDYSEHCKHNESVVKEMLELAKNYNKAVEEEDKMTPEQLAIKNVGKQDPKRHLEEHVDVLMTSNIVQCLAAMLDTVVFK
PABP1 MLLE inh: inhibitors of PABP1 MLLE–PAM2 peptide binding, primary screen, biochemical, fluorescence polarization, FITC-PAM2, GST-MLLE; 360,000 compounds, 0.36% hits; AID 588489, 2011; inhibition, % at 20 µM; Polyadenylate-binding protein 1 (Homo sapiens), P11940; in the data active = inhibition above about 35%, passing the limit was not always enough;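 also: plate controls were DMSO wells with GST-MLLE for no effect and wells lacking GST-MLLE protein for full effect; some results filed as inactive read as strong as hits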
SKN-1 inh: suppressors of acrylamide-induced Pgst-4::GFP reporter in worms, primary screen, SKN-1 inhibitor project, whole organism, uHTS, GFP/RFP fluorescence ratio, strain VP596 | C. elegans VP596 Pgst-4::GFP/RFP ratio, 24 h | inhibition, % at 21.8 µM | 360,000 compounds, 0.49% hits;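 active = interference check ratio from 0.5 to 1.5 plus GFP to RFP signal ratio inhibition reaching or exceeding a fixed threshold, cut at about 30% in these data, passing the limit was not always enough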; also: some compounds called inactive have numbers as strong as hits
CSN inh: inhibitors of CSN-mediated cullin deneddylation, primary screen, biochemical, fluorescence polarization, uHTS. inhibition, % at 12.5 µM. COP9 signalosome complex subunit 5 (Homo sapiens), Q92905. AID 651999, 2013. Purified CSN, SCF-Nedd8-OG deneddylation. 360,000 compounds, 0.38% hits;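 active = pattern-corrected inhibition above about 35%, with an unprinted fluorescence ratio check between 0.5 and 1.5, limit read from the data, passing the limit was not always enough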;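 also: 0% = enzyme with substrate and 100% = substrate without enzyme; some results filed as inactive read as strong as hits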
Target sequence (Q92905 whole entry, looked up, one chain of several): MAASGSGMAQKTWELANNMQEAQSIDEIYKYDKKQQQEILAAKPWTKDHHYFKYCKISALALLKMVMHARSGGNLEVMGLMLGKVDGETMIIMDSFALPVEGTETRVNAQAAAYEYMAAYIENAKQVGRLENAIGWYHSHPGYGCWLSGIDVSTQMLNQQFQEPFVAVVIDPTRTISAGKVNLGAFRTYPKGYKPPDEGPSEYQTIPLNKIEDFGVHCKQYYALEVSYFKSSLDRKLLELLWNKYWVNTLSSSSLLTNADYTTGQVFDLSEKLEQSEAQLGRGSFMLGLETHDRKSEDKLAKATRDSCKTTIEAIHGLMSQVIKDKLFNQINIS
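Schedule: reaction 90 min, room temperature / Assay system: HEK293T-derived human Csn5 enzyme / Input: Csn5 at 0.24 nM final / Measure: inhibition of Csn5 cleavage, % / Control set: substrate-only high control, full reaction low control / Technique: fluorescence polarization of the substrate / Buffer or medium: Tris/NaCl/DTT buffer, pH 7.5 / Reagent: SCFSkp2-Nedd8OG substrate at 10 nM final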
NadD block: inhibitors of S. aureus NadD, primary screen, biochemical, colorimetric, uHTS | purified NadD enzyme, colorimetric absorbance read-out | 360,000 compounds, 0.78% hits | AID 602399, 2012 | Nicotinate-nucleotide adenylyltransferase NadD (Staphylococcus aureus N315) | inhibition, % at 20 µM; in the data active = inhibition above about 26%; also: some compounds past the cut are filed as inactive
Rin1 Abl inh: inhibitors of Rin1-Abl protein binding, primary screen, biochemical, TR-FRET; inhibition, % at 7.35 µM; 360,000 compounds, 0.4% hits; AID 588664, 2011; in the data active = inhibition above about 5%, passing the limit was not always enough
MT1-MMP act inh: blockers of MT1-MMP proenzyme processing, primary screen, HT1080 RFP-PRO-GFP cells, GFP/RFP fluorescence. AID 651647, 2012. Matrix metalloproteinase-14 (Homo sapiens), P50281. GFP/RFP ratio change, % at 20 µM. GFP/RFP ratio fluorescence, overnight; percent of plate control window, DMSO zero. 360,000 compounds, 0.061% hits;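 active = GFP/RFP ratio change of at least 30% with cell ATP level not reduced by more than half and red fluorescence within 50% of control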; also: strong numbers were not always called active
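Assay system: HT1080 RFP-PRO-GFP cells | Dosing: 20 µM single dose, 1% DMSO | Incubation: Cells overnight before dosing, compound overnight, 37 °C, 5% CO2 | Evaluation: GFP/RFP fluorescence ratio | Control set: DMSO-only wells and HT1080 RFP-L50D-GFP cell wells as references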
FAS TE block: FAS thioesterase domain inhibitors, primary screen, biochemical, fluorescence intensity, uHTS; 360,000 compounds, 0.67% hits; recombinant FAS-TE, OMFH fluorogenic substrate, fluorescence endpoint; AID 602261, 2012; inhibition, % at 15 µM;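 active = compounds whose normalised, plate-corrected inhibition of enzyme fluorescence in the single-dose primary screen is 50% or more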;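 also: 0% = DMSO with enzyme and 100% = substrate without enzyme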
An asterisk follows results filed as active; i = inactive; . = not tested or not shown; & = joins results of further samples. The list is partial; rates above refer to the full screens.

SMILES | Neddyl block | Rpn11 block | PABP1 MLLE inh | SKN-1 inh | CSN inh | NadD block | Rin1 Abl inh | MT1-MMP act inh | FAS TE block
CC(=O)Nc1ccc(O)cc1 | i | i | -3.8 | 11.1 | 1.1 | 2.0 | -3.1 | 2.8 | -2.8
CC(C)(CO)C(O)C(=O)NCCCO (stereo not given) | i | i | -0.3 | -4.1 | -1.8 | 5.0 | -1.0 | 1.7 | -5.2
C[C@H]1c2cccc(O)c2C(O)=C2C(=O)[C@]3(O)C(O)=C(C(N)=O)C(=O)[C@@H](N(C)C)C3[C@@H](O)C21 (stereo not given in full) | i | i | -5.4 | 10.7 | 4.0 | 1.1 | 5.0 | -4.9 | 1.5
NC(=NCc1ccccc1)NC(=O)c1nc(Cl)c(N)nc1N | i | i | 18.9 | -3.2 | -5.2 | 2.0 | -3.7 | -1.8 | -6.2
CCOC(=O)NNc1nncc2ccccc12 | i | i | -13.3 | -13.8 | -1.1 | 1.4 | -1.6 | -1.2 | -6.1
NNC(=O)CP(=O)(c1ccccc1)c1ccccc1 | i | i | -8.0 | 8.6 | -3.6 | -0.3 | -1.8 | 12.8 | 0.7
COc1cc([C@H]2Oc3cc([C@H]4Oc5cc(O)cc(O)c5C(=O)[C@@H]4O)ccc3O[C@@H]2CO)ccc1O | i | i | -5.7 | 0.3 | -1.4 | 5.4 | -2.8 | -2.3 | -1.0
COc1ccc(/C=N/NC(=O)c2ccncc2)cc1OC | i | i | -7.4 | -5.8 | 1.2 | -2.5 | -0.8 | -2.5 | -5.3
Cc1cccc2c1NC(=O)/C2=C\C(=O)c1cccs1 | i | i | -5.5 | -0.6 | 2.0 | 0.3 | -4.8 | -14.6 | -4.6
O=c1cc(-c2ccc(O)cc2)oc2cc(O[C@@H]3O[C@H](CO)[C@@H](O)[C@H](O)[C@H]3O[C@@H]3OC[C@](O)(CO)[C@H]3O)cc(O)c12 | i | i | 6.0 | -0.7 | -3.0 | 2.0 | -3.6 | 4.8 | -8.7
C[C@@H]1C[C@H]2[C@@H]3C[C@H](F)C4=CC(=O)C=C[C@]4(C)[C@@]3(F)[C@@H](O)C[C@]2(C)[C@@]1(O)C(=O)COC(=O)C(C)(C)C | i | i | -6.0 | 1.7 | 2.2 | -3.0 | -2.0 | -4.6 | 17.6
CN(C)CCOc1ccccc1Cc1ccccc1 | i | i | 11.1 | 8.4 | -3.2 | -7.9 | -1.9 | -1.9 | -3.6

Next part, overlapping the part above by five compounds.
SMILES | Neddyl block | Rpn11 block | PABP1 MLLE inh | SKN-1 inh | CSN inh | NadD block | Rin1 Abl inh | MT1-MMP act inh | FAS TE block
COc1ccc(/C=N/NC(=O)c2ccncc2)cc1OC | i | i | -7.4 | -5.8 | 1.2 | -2.5 | -0.8 | -2.5 | -5.3
Cc1cccc2c1NC(=O)/C2=C\C(=O)c1cccs1 | i | i | -5.5 | -0.6 | 2.0 | 0.3 | -4.8 | -14.6 | -4.6
O=c1cc(-c2ccc(O)cc2)oc2cc(O[C@@H]3O[C@H](CO)[C@@H](O)[C@H](O)[C@H]3O[C@@H]3OC[C@](O)(CO)[C@H]3O)cc(O)c12 | i | i | 6.0 | -0.7 | -3.0 | 2.0 | -3.6 | 4.8 | -8.7
C[C@@H]1C[C@H]2[C@@H]3C[C@H](F)C4=CC(=O)C=C[C@]4(C)[C@@]3(F)[C@@H](O)C[C@]2(C)[C@@]1(O)C(=O)COC(=O)C(C)(C)C | i | i | -6.0 | 1.7 | 2.2 | -3.0 | -2.0 | -4.6 | 17.6
CN(C)CCOc1ccccc1Cc1ccccc1 | i | i | 11.1 | 8.4 | -3.2 | -7.9 | -1.9 | -1.9 | -3.6
CCCOC(=O)c1ccc(O)cc1 | i | i | -7.9 | 12.5 | -2.2 | 1.6 | -1.7 | 0.0 | 1.3
C/C=C(/C)C(=O)O[C@@H]1c2cc(OC)c(OC)c(OC)c2-c2c(cc3c(c2OC)OCO3)C[C@H](C)[C@]1(C)O | i | i | -36.2 | -1.8 | -3.9 | -3.0 | -0.3 | -1.9 | -3.1
CCCCC1C(=O)N(c2ccccc2)N(c2ccccc2)C1=O | i | i | 5.9 | -2.0 | -1.9 | -1.6 | 0.4 | -3.7 | 0.5
COC(=O)C1=CO[C@@H](OC2OC(CO)C(O)C(O)C2O)[C@@H]2[C@@H](C)[C@@H](O)C[C@H]12 (stereo not given in full) | i | i | -15.5 | 3.4 | 5.5 | 4.8 | 1.0 | 1.9 | -5.1
Nc1c2c(nc3ccccc13)CCCC2O (stereo not given) | i | i | 14.0 | 8.4 | -1.6 | 0.9 | -1.1 | 3.1 | -6.0
C/C=C(/C)C(=O)OC1c2c(ccc3ccc(=O)oc23)OC(C)(C)C1OC(=O)/C(C)=C\C (stereo not given) | i | i | -13.4 | -5.5 | -1.2 | -2.4 | -3.7 | -1.8 | 32.5
CCCCCCCCCCCC(=O)O | i | i | -3.8 | 0.3 | -0.1 | 0.0 | 0.3 | 3.1 | -1.2
CCn1cc(C(=O)O)c(=O)c2cc(F)c(N3CCNCC3)nc21 | i | i | 3.1 | -1.7 | -4.7 | -2.7 | -1.9 | -0.5 | 0.7
CC(O)CC(=O)O (stereo not given) | i | i | 0.8 | 41.0* | 1.9 | -0.2 | -2.8 | 2.0 | -4.0
CCCCOc1ccc(CC(=O)NO)cc1 | i | i | -2.0 | -3.0 | -2.4 | 2.4 | -3.5 | 0.2 | -2.6
CC[C@]1(O)C[C@@H]2CN(CCc3c([nH]c4ccccc34)[C@@](C(=O)OC)(c3cc4c(cc3OC)N(C)[C@H]3[C@@](O)(C(=O)OC)[C@H](OC(C)=O)[C@]5(CC)C=CCN6CC[C@]43[C@@H]65)C2)C1 | i | . | -46.9 | -7.1 | 20.5 | -0.1 | -3.0 | -2.6 | 0.8
COc1ccc(/C=C/C(=O)O)cc1 | i | i | 2.7 | 0.4 | -1.3 | 2.6 | 1.0 | 0.4 | 0.0
CCCCCCCC/C=C\CCCCCCCC(=O)O | i | i | 5.8 | 0.3 | 20.3 | 17.1 | 1.3 | 1.4 | 62.1*
Cc1[nH]c2ccccc2c1/C=N/NC(N)=S | i | i | -1.9 | 2.3 | -1.7 | 1.1 | 0.0 | 3.5 | -4.9
Cc1cccc(C)c1NC(=O)C1CCCCN1C (stereo not given) | i | i | -5.7 | -10.8 | -5.2 | 0.7 | 1.5 | 1.7 | -6.5
C=C1c2cccc(O)c2C(O)=C2C(=O)[C@]3(O)C(O)=C(C(N)=O)C(=O)[C@@H](N(C)C)[C@@H]3[C@@H](O)[C@H]12 | i | i | 24.9 | 8.7 | 48.9 | 12.0 | 23.1* | 10.7 | -4.0
CC12CCC(=O)C=C1CCC1C2CCC2(C)C1CC[C@]2(O)C(=O)CO (stereo not given in full) | i | i | 7.4 | 4.6 | 0.9 | -1.6 | 0.2 | 2.4 | -5.4
COc1ccc2ccc(=O)oc2c1 | . | i | -2.8 | 10.4 | -2.9 | -1.4 | -5.6 | 5.8 | -6.2
COc1ccc2nc(NC(=O)Nc3ccccc3)sc2c1 | i | i | 8.7 | 4.1 | -2.8 | -0.4 | -3.8 | 3.7 | 2.5
CNc1c2c(nn1C)CCCC2 | i | i | 5.1&-7.4 | 0.5&-15.4 | 7.0&-2.5 | -1.3&1.2 | 0.0&1.8 | 1.1&0.1 | -4.1&-4.3
Cc1cc(C)cc(OCC2CNC(=O)O2)c1 (stereo not given) | i | i | -7.9 | -10.3 | -2.7 | -3.0 | -6.7 | 1.8 | -6.7
COc1c(O)cc2c(c1O)[C@@H]1OC(CO)C(O)C(O)[C@H]1OC2=O (stereo not given in full) | i | i | -0.8 | 4.6 | -1.4 | 0.8 | -1.7 | 0.7 | -3.8
NC(N)=NC(=O)Cc1c(Cl)cccc1Cl | i | i | -8.4 | -11.7 | -2.2 | -3.2 | -0.4 | -2.1 | -3.4
COc1ccc(-n2[nH]c3c(cnc4ccccc43)c2=O)cc1 | i | i | -13.7 | 3.8 | -1.2 | -3.7 | -3.6 | 0.2 | -4.7
Nc1ncnc2nc[nH]c12 | i | i | -7.1&-10.8&1.9 | -14.7&10.4&-2.1 | -1.9&-2.6&2.1 | -8.9&-5.2&-4.1 | -1.5&-1.7&0.3 | 7.8&7.1&1.3 | -2.4&-2.3&-4.8
O=C(O)CNC(=O)c1ccccc1 | i | i | -8.2 | 11.9 | 3.7 | 2.2 | -4.1 | 0.5 | -4.2
COc1c(O)cc2c(c1O)[C@@H]1O[C@H](CO)[C@@H](O)[C@H](O)C1OC2=O (stereo not given in full) | i | i | -15.6 | 8.9 | 3.7 | -1.1 | 0.4 | -1.3 | -6.0
COC(c1ccccc1)(c1ccccc1)C(Oc1nc(C)cc(C)n1)C(=O)O (stereo not given) | i | i | 0.8 | 5.2 | 0.9 | 2.0 | 0.7 | -6.9 | -6.6
CC(=O)Nc1ccccc1 | i | i | -20.2 | 8.0 | -2.7 | 2.4 | -4.7 | -2.0 | -4.8
CC1OC(CC(=O)O)CC2=C1C(=O)c1c(O)cccc1C2=O (stereo not given) | i | i | 29.8 | 8.6 | 7.3 | 0.3 | 4.0 | -57.2 | 11.2
COc1ccc(CN2CCN(C(c3ccc(F)cc3)c3ccc(F)cc3)CC2)c(OC)c1OC | i | i | -12.7 | -5.5 | 3.9 | -3.7 | -0.8 | -11.7 | 31.2
COc1cc2nc(N3CCN(C(=O)[C@H]4COc5ccccc5O4)CC3)nc(N)c2cc1OC | . | i | 0.9 | 1.8 | 0.0 | 0.3 | 2.9 | 2.9 | 6.4
O=C(O)/C=C/c1ccc(O)cc1 | i | i | -3.4 | 4.2 | -0.3 | 5.4 | -3.2 | -0.2 | -1.4
O=C(Nc1ccc(C(=O)O)c(O)c1)c1ccccc1 | i | i | 7.4 | -0.6 | -4.4 | -6.2 | 1.0 | -0.3 | -6.2
O=C(O)C(O)C(O)C(O)C(O)C(=O)O (stereo not given) (tested in a mixture with another compound) | i | i | 12.1 | -14.2 | -5.6 | -7.9 | -0.3 | 2.5 | -1.6
Cn1c(=O)c2c(ncn2CCO)n(C)c1=O | i | i | 14.5 | 7.8 | -6.3 | 3.4 | -3.8 | 3.1 | -3.8
CCc1c2c(nc3ccc(OC(=O)N4CCC(N5CCCCC5)CC4)cc13)-c1cc3c(c(=O)n1C2)COC(=O)[C@]3(O)CC | i | i | -2.7 | -18.2 | -4.0 | -0.9 | -2.2 | -1.5 | -3.5
O=c1ccn([C@H]2C[C@H](O)[C@@H](CO)O2)c(=O)[nH]1 | i | i | -10.9 | 1.7 | 1.5 | -5.7 | 0.9 | -0.1 | -6.6
